# Autophagy mod: autophagy modulators in MEF cells, primary screen, imaging, high-content, MEF GFP-LC3 | MEF GFP-LC3 puncta imaging; test concentration mostly 10 µM | calls only at 10 µM (by protocol) | 190,000 tested, 0.98% active;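 active = percentage of spot-positive cells more than 3 SD above its plate mean, without a fluorescence outlier flag or 80% toxicity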;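 also: spot-positive cell cutoff set from DMSO-treated cells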
# P. falciparum M17LAP: P. falciparum M17LAP inhibitors, primary screen, biochemical, fluorogenic H-Leu-NHMec substrate, 1536-well (AID 1619). Leucine aminopeptidase (Plasmodium falciparum (isolate 3D7)). recombinant M17LAP, H-Leu-NHMec fluorogenic kinetic assay; higher % means a stronger effect. inhibition, % at 30 µM; hits with a dose series show IC50 in µM. 220,000 tested, 0.38% active;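 active = compound inhibiting the enzyme by more than half at any dose during confirmatory dose-response retesting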;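 also: plate controls were full reaction with DMSO carrier for no effect and no enzyme background for full effect; strong numbers were not always called active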
# Dynein cargo inh: inhibitors of GR-EGFP nuclear translocation, primary screen, dynein cargo transport inhibitor project, imaging, high-content, 3617.4 mouse cells | z-score, hits read low | 220,000 tested, 0.47% active | test concentration mostly 20 µM; stimulated with dexamethasone, 1 µM; active compounds read low | AID 1381, 2008;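 active = plate z-score of nuclear minus cytoplasmic receptor signal below a set negative limit, without overly bright fluorescence or cell loss, cut at about -3.5 in these data, passing the limit was not always enough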;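 also: z-score of nuclear minus cytoplasmic ring GR-EGFP intensity difference per well; some compounds called inactive have numbers as strong as hits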
#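 Also added: dexamethasone, 1.0 µM final. Medium: tet-free, stripped-serum medium. Detection: fixed, Hoechst-stained cells imaged at 10x for EGFP. Read-out: nuclear-to-cytoplasmic GR-EGFP distribution per well. Times: induction 48 h, compound 1 h, agonist 30 min.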
# NOD2 inhibition: NOD2 signaling inhibitors, cell-based, luminescence, uHTS, HEK293 (AID 1566). inhibition, % at 4 µM; hits with a dose series show EC50 in µM. 290,000 tested, 0.63% active. HEK293 NOD2/NF-kB luciferase reporter, luminescence; higher % means a stronger effect; in the data active = inhibition above about 50%; also: many of its hits are not listed in these tables
# b-catenin transl: modulators of beta-catenin nuclear translocation, primary screen, imaging, HeLa cells, immunofluorescence, high-content | nuclear translocation activity, % at 5 µM | 190,000 tested, 0.3% active | AID 1665, 2009;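 active = nuclear translocation activity above 50% at 5 µM, with a well cell count of 50 or more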;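 also: per-cell ratio of nuclear to cytoplasmic median beta-catenin stain intensity; plate controls were DMSO negative control for no effect and GSK-3 inhibitor IX positive control for full effect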
#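 Test system: human HeLa cells, endogenous beta-catenin. Times: 24 h compound exposure, 37°C. Measured by: beta-catenin immunofluorescence imaging with DAPI.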
# NOD1 NF-kB reporter: NOD1 signaling inhibitors, primary screen, cell-based, luminescence, uHTS (AID 1578) | NOD1-driven NF-kB luciferase reporter cells, luminescence; higher % means a stronger effect | inhibition, % at 4 µM, or EC50 in µM where a hit was titrated | 290,000 tested, 1% active; in the data active = inhibition mostly above about 36%, no sharp cut-off; inactive = mostly below about 34%;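 also: HEK-293T reporter cells stimulated with the NOD1 agonist gamma-tri-DAP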
# Ins promoter up: insulin promoter activators in MIN6 cells, imaging, high-content screening, mouse beta cells. MIN6 insulin promoter-GFP reporter; active compounds read high. z-score at 5 µM. 190,000 tested, 0.3% active;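 active = z-score above 3 at 5 µM with at least 500 cells counted in the well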
# MT stabilize HCS: microtubule stabilizers in HeLa cells, primary screen, imaging, high-content imaging; HeLa tubulin immunostaining HCS, 24 h; share of cells brighter than vehicle mean+2SD; % tubulin-high responders, % at 10 µM; 200,000 tested, 0.83% active; AID 2205, 2009;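 active = plate Z-score above 3 for both tubulin-high and condensed-nucleus cell shares, with cell loss under 80%, at 10 µM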;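 also: anti alpha tubulin signal scored within the nucleus-defined area of each cell; some results filed as inactive read as strong as hits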
# Yfh1-depleted yeast: enhancers of respiration in Yfh1-depleted yeast, dose response, Friedreich's ataxia, plus single-dose screen (AID 1465) | S. cerevisiae Yfh1-off respiration, WST-1 reduction, 72 h; higher fold induction means a stronger effect | one-dose fold induction at 50 µM; EC50 in µM for titrated hits | 220,000 tested, 0.074% active;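 active = fold induction of absorbance versus untreated yeast above a set limit, then at least 30% activation at any dose in follow-up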;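 also: activators that raise dye reduction in frataxin-depleted yeast; strong numbers were not always called active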
# Dynein cargo inh cytoplasmic EGFP: recorded beside Dynein cargo inh, whose call it bears; z-score; measured here: cytoplasmic GR-EGFP intensity; active compounds read high
# Dynein cargo inh nuclear GR-EGFP: also measured in Dynein cargo inh; calls as there; z-score; measured here: nuclear GR-EGFP intensity;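 lower value marks the stronger effect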
# Dynein cargo inh cell count: further read-out of Dynein cargo inh, marked with its call; z-score; measured here: cell count per field
# Ins promoter up cell count: recorded beside Ins promoter up, whose call it bears; cell count; measured here: cytotoxicity, nuclei count;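 total cells summed across four imaged fields per well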
# b-catenin transl cell count 5 µM: second read-out of b-catenin transl, no call of its own (marks repeat the call); cell count; measured here: cell count, cytotoxicity flag
# MT stabilize HCS Hoechst-high %: second read-out of MT stabilize HCS, no call of its own (marks repeat the call); % Hoechst-high responders; measured here: nuclear condensation Hoechst responders;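 share of cells brighter than vehicle mean plus two SD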
# MT stabilize HCS cytotoxicity %: further read-out of MT stabilize HCS, marked with its call; toxicity, %; measured here: cytotoxicity by cell density;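 0% = mean cell density of plate MIN control wells and 100% = no cells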
# Autophagy mod cell loss 18 h: second read-out of Autophagy mod, no call of its own (marks repeat the call); toxicity, %; measured here: cell loss, nuclei count;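 cell loss after 18 h compound exposure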
# An asterisk follows results filed as active; i = inactive; nt = no result given; + = active, no number. These rows are one share of the data (hit frequency here may not be typical).
SMILES,Autophagy mod,Autophagy mod cell loss 18 h,P. falciparum M17LAP,Dynein cargo inh,Dynein cargo inh cytoplasmic EGFP,Dynein cargo inh nuclear GR-EGFP,Dynein cargo inh cell count,NOD2 inhibition,b-catenin transl,b-catenin transl cell count 5 µM,NOD1 NF-kB reporter,Ins promoter up,Ins promoter up cell count,MT stabilize HCS,MT stabilize HCS Hoechst-high %,MT stabilize HCS cytotoxicity %,Yfh1-depleted yeast
NS(=O)(=O)c1ccc(C(=O)Nc2ccc(-c3nc4cccnc4s3)cc2)cc1,nt,nt,1%,1.1,-0.19,1.3,-2,-76%,0.3,1370,-10%,0.5,992,nt,nt,nt,i
C=CCc1cccc2cc(C(=O)N3CCN(C(=O)c4ccco4)CC3)c(=O)oc12,i,2,14%,-1,-0.25,-0.72,1.2,-6%,-1.4,1059,nt,0.53,1907,3.1,1.3,2.9,i
OC(CNCCc1ccc(Cl)cc1)COc1ccc2ccccc2c1 (stereo not given),i,6,-3%,-8.2*,1.1*,-3.1*,-2*,-5%,0.0,1132,-14%,-0.15,1320,6.6,0.9,10.0,i
C#Cc1ccc(C(=O)Nc2ccc(N3CCC(C)CC3)c(C(N)=O)c2)cc1,i,-5,-5%,-0.8,-0.29,-0.38,-0.23,27%,1.6,921,-2%,-0.26,1589,1.4,2.6,8.5,i
Cc1cc(C)cc(NC(=O)N2CCCC2C(=O)Nc2ccc(-n3cnnn3)c(C)c2)c1 (stereo not given),i,-4,3%,-0.37,-0.14,-0.72,-0.14,14%,0.6,1361,11%,0,1545,2.1,1.5,5.5,i
Cc1ccc(C(=O)NCc2nnc(SCC(=O)Nc3sc4c(c3C#N)CCCC4)n2C)cc1,i,-7,9%,0.89,-0.047,0.52,0.74,-5%,nt,nt,-4%,0.9,1238,5.0,2.3,8.7,i
CC(C)C(=O)NNc1nc2ccccc2s1,i,-25,0%,0.19,-0.2,0.4,0.13,-10%,-1.7,1086,-17%,0,1798,1.9,2.0,9.5,i
COc1cccc(N2CCN(C(=O)c3c(C)nn(-c4ccccc4)c3C)CC2)c1,i,-11,19%,0.61,-0.18,0.35,-0.23,3%,-1.8,1082,12%,0.52,1236,2.2,1.5,1.1,i
CCOc1ccc(N(CC(=O)NCC2CCCO2)S(=O)(=O)c2ccc(Cl)cc2)cc1 (stereo not given),i,-8,-2%,0.96,0.032,0.77,-0.28,2%,nt,nt,-2%,0,902,1.4,2.0,7.6,i
CCOC(=O)C1(CCCc2ccccc2)CCN(C(=O)C2CCCO2)CC1 (stereo not given),i,-1,3%,-0.62,-0.18,-0.78,0.96,-6%,-0.7,1471,-18%,-0.15,1570,1.6,1.9,1.4,i
CNC(=S)N/N=C(\C)c1ccc(C)c(C)c1,i,2,3%,-0.83,-0.2,-0.57,0.64,-10%,nt,nt,-25%,-0.46,1261,13,15,27,i
Cc1c(NC(=S)N2CCN(c3cccc(Cl)c3)CC2)c(=O)n(-c2ccccc2)n1C,i,5,-6%,0.43,-0.3,0.93,-0.71,5%,-0.2,1452,18%,0.08,1429,4.2,1.2,13,i
CC(C)CC(NC(=O)C1CCC(C)CC1)C(=O)NCc1ccco1 (stereo not given),i,9,-1%,-0.72,-0.1,-0.36,0.72,1%,-1.0,1059,-25%,0.11,1179,1.7,1.7,0.8,i
CCCn1c(N)cc(=O)n(C)c1=O,i,0,10%,-0.77,-0.38,-0.86,1.3,12%,-1.9,1061,-20%,-0.11,1361,3.6,1.6,6.9,i
O=C(NCC1CCCO1)Nc1cc(Cl)cc(Cl)c1 (stereo not given),i,12,-8%,1.2,-0.32,0.74,-0.88,-10%,0.7,1434,-39%,-0.93,1516,6.5,1.8,3.9,i
Cc1cccc2cc(=O)[nH]c(C)c12,i,17,-7%,0.21,-0.33,0.15,0.35,18%,-2.8,1411,5%,-0.48,1520,4.6,2.5,1.4,i
CC(=O)c1c(C)[nH]c(C(=O)N2CCN(C(=O)c3ccco3)CC2)c1C,i,-7,-1%,-1.2,-0.26,-0.34,1,7%,-0.1,1095,-33%,nt,nt,1.9,2.1,9.2,i
CCCCCCNC(=O)c1cccc(-c2ccc(C)c3ccccc23)n1,i,4,24%,0.76,-0.3,0.66,0.45,-2%,nt,nt,27%,-0.05,1102,3.7,1.7,2.3,i
COc1ccc(CC(=O)Nc2cccc(-c3nnc(-c4cccc(C)c4)o3)c2)cc1OC,i,1,-1%,-0.03,-0.27,0.63,0.52,34%,2.9,1047,99%,-2.8,730,2.2,4.4,21,i
O=c1cc(O)nc(SCc2ccccc2)n1-c1ccc(F)cc1,i,-19,20%,-0.55,-0.19,-0.41,0.26,3%,-2.2,950,-15%,0.64,1513,2.9,1.7,7.0,i
COc1ccc(C2(c3ccc(OC)cc3)NC(=O)N(Cn3nnc4ccccc4c3=O)C2=O)cc1,i,6,-1%,-0.91,-0.25,-0.73,0.24,18%,0.7,537,5%,-0.59,1189,3.0,3.4,2.8,i
COc1cccc(/C=C2/CN(C)CC3=C2OC(N)=C(C#N)C3c2cccc(OC)c2)c1 (stereo not given),i,30,9%,-0.9,0.14,-0.5,-0.26,4%,2.9,471,0%,nt,nt,3.3,1.7,0.2,i
COc1ccc(Br)cc1C(=O)Nc1ccc(N2CCN(S(C)(=O)=O)CC2)cc1,i,-10,4%,0.62,-0.023,0.31,0.44,-9%,nt,nt,nt,0.35,1270,2.7,1.9,2.3,i
O=C(NCc1nc2ccccc2[nH]1)C1=C[C@@H](C2CC2)C[C@@H](OCc2ccc(CO)cc2)O1,i,-9,19%,-0.49,-0.18,-0.016,0.4,0%,-1.5,1120,-38%,1.2,1454,5.4,1.3,12,i
Cc1ccc(S(=O)(=O)N(C)c2ccc(OCC(=O)O)cc2)cc1,i,-13,-1%,-0.23,-0.13,0.23,-0.17,13%,-1.6,1077,-38%,-0.09,840,1.5,1.8,5.4,i
# The list goes on.
SMILES,Autophagy mod,Autophagy mod cell loss 18 h,P. falciparum M17LAP,Dynein cargo inh,Dynein cargo inh cytoplasmic EGFP,Dynein cargo inh nuclear GR-EGFP,Dynein cargo inh cell count,NOD2 inhibition,b-catenin transl,b-catenin transl cell count 5 µM,NOD1 NF-kB reporter,Ins promoter up,Ins promoter up cell count,MT stabilize HCS,MT stabilize HCS Hoechst-high %,MT stabilize HCS cytotoxicity %,Yfh1-depleted yeast
COCc1cc(OC)nc(-c2csc(C)n2)n1,nt,nt,2%,-0.57,-0.27,-0.29,0.44,28%,10,920,11%,-0.3,1282,nt,nt,nt,i
CCn1c(=O)c(=O)[nH]c2cc(C(=O)N3CCN(c4ccccc4F)CC3)ccc21,i,2,7%,-0.73,-0.22,0.26,-0.08,2%,nt,nt,-22%,-0.39,1215,1.5,2.2,11,nt
Cc1ccc(NC(=O)NNC(=O)C2CC(c3cccnc3)=NO2)cc1 (stereo not given),i,-33,-6%,0.19,-0.24,0.73,1,1%,1.3,1300,7%,-0.22,1401,2.2,1.5,7.5,i
Cc1cc(C)c(S(=O)(=O)NCCCN2CCOCC2)cc1Br,+,9.5*,2%,1.8,0.035,0.66,-1.2,5%,-1.3,990,3%,-0.31,1357,4.8,2.9,1.7,i
COc1cc(C)c(CNc2cc(C)cc(C)c2)cc1C,i,5,-2%,0.25,-0.3,0.34,-0.074,25%,nt,nt,18%,-0.47,960,1.8,1.9,11,i
CCC(C)(C)n1nnnc1C(c1cc2cc(C)ccc2[nH]c1=O)N1CCCc2ccccc21 (stereo not given),i,-9,8%,0.91,-0.16,0.15,-0.033,3%,nt,nt,-6%,nt,nt,0.7,1.5,9.4,nt
Cc1c(CN2CCC(CO)(CCOc3ccccc3)CC2)[nH]c2ccc(Cl)cc12,i,-13,-1%,0.76,-0.24,0.15,0.07,-37%,6.4,861,-38%,2.8,1074,28*,7.8*,30*,i
O=C(CSc1ccc(Cl)cc1)N1CCN(c2ncc(C(F)(F)F)cc2Cl)CC1,i,31,-5%,-1.3,-0.4,-0.59,0.66,-2%,2.1,1082,-8%,nt,nt,1.1,2.0,5.3,i
Cn1c(=O)c2c(nc(OCc3ccc4c(c3)OCO4)n2Cc2ccccc2Cl)n(C)c1=O,i,5,-20%,-0.41,0.91,-0.24,0.22,10%,-4.0,1363,10%,0.29,1226,1.2,1.8,5.2,i
Cc1ccc(N/C(=C\C(=O)c2ccccc2)C(=O)O)cc1,i,4,15%,2.5,0.025,1.4,-1.9,1%,0.1,1529,-34%,nt,nt,0.9,0.5,2.7,i
O=C(C1CC1)N1CCCN(C(=O)C2CC2)CC1,i,2,-1%,-0.12,-0.19,0.72,0.21,18%,-0.9,872,8%,0.11,1290,3.4,2.5,5.0,i
C=CCNC(=S)Nc1ccc(C)cc1[N+](=O)[O-],i,-18,1%,0.085,-0.15,0.0019,0.39,-14%,1.5,1054,-22%,0.58,1509,1.9,1.4,6.7,i
O=C(CCn1c(=O)oc2ccccc21)Nc1nc2ccccc2s1,i,-57,4%,-0.54,-0.25,-0.32,0.42,9%,0.4,1038,-10%,0.65,1782,2.7,1.9,7.6,i

# Screening results: PubChem, several laboratories
